# Shn3 3UTR inh: reduction of Shn3 3'UTR firefly luciferase signal, primary screen, Schnurri-3 inhibitor project, cell-based, Clone20 osteoblasts, set 2; Clone20 osteoblast Shn3 3'UTR firefly luciferase, 24 h; inhibition, % at 12.5 µM; 360,000 tested, 0.52% active;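 active means mean inhibition of at least 75% with every replicate also reaching 75%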;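 further: 0% = median of neutral control wells and 100% = pilot-screen positive control compound; some compounds past the cut are filed as inactive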
# CF NFkB block: inhibitors of PAF-induced NF-kB signaling, primary screen, cell-based, GFP fluorescence, uHTS; AID 588850, 2011; inhibition, % at 5 µM; 360,000 tested, 0.86% active; KKLEB NF-kB-GFP reporter, GFP fluorescence overnight;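 active means at least 50% inhibition at 5 µM, scaled per plate between neutral and stimulator controls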;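 further: PAF is a Pseudomonas aeruginosa culture filtrate used as stimulus; plate controls were PAF-stimulated DMSO wells for no effect and unstimulated DMSO wells for full effect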
# NR2E3 ag-1: inhibitors of NR2E3-RetCOR corepressor binding, primary screen, NR2E3 agonist project, biochemical, TR-FRET, GST-NR2E3, biotin-RetCOR; 1536-well; inhibition of corepressor binding, % at 4.78 µM; 320,000 tested, 0.12% active; AID 2300, 2010;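 active means percent inhibition above the cutoff of mean plus 3 SD of all tested compounds, set per screening campaign, cut at about 20% in these data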;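 further: 0% = DMSO wells and 100% = biotin wells as full block of FRET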
# Target sequence (Q9Y5X4 whole entry, looked up): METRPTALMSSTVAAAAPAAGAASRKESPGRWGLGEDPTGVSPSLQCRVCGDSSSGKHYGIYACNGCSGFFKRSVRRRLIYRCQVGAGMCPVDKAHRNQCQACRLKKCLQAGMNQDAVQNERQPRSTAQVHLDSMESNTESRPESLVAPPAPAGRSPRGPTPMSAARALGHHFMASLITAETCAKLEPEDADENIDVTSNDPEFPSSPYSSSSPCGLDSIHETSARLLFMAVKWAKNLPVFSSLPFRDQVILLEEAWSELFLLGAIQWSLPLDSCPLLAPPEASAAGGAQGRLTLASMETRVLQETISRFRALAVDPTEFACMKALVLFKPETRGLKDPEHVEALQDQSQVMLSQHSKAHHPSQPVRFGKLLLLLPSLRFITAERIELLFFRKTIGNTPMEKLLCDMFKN
#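 system = GST-tagged NR2E3 plus biotinylated RetCOR corepressor | input = 1.35 nM GST-NR2E3 | also added = 7 nM biotin-RetCOR | schedule = 5 h incubation at 4 °C | measured by = TR-FRET with europium anti-GST and streptavidin-D2, 340 nm excitation | read-out = percent loss of FRET ratio relative to control wells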
# C8 TRAIL sens: viability loss with TRAIL in NB7+C8 cells, primary screen, TRAIL sensitizer project, cell-based, ATPlite luminescence; inhibition (viability loss, TRAIL sensitization), % at 10 µM; 360,000 tested, 1% active;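 active means compounds causing at least 50% loss of cell viability in the single-dose screen, relative to plate controls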
# Peg3 prom inh: Peg3 promoter-driven luciferase inhibitors, primary screen, cell-based, HeLa, luciferase luminescence. HeLa PEG-Prom luciferase reporter, overnight. inhibition, % at 20 µM. 360,000 tested, 1.7% active. AID 588405, 2011;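 active means inhibition of at least 50% at 20 µM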
# NR2E3 ag-2: NR2E3 agonists in two-hybrid cells, primary screen, cell-based, luminescence, CHO-S, Gal4-NCOR/VP16-NR2E3; inhibition of corepressor binding, % at 3.98 µM; Photoreceptor-specific nuclear receptor (Homo sapiens), Q9Y5X4; luciferase; AID 602229, 2012; 360,000 tested, 0.35% active;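 active means inhibition above the mean of all tested compounds plus 3 SD, cut at about 70% in these data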;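 further: 0% = DMSO with NR2E3 transfected cells and 100% = cells lacking NR2E3 construct; higher means lower luciferase signal from less NR2E3 corepressor binding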
# HIF-2a block: HIF-2a reporter inhibitors, primary screen, luminescence, 786-0 RCC cells; AID 624352, 2012; 360,000 tested, 0.72% active; inhibition, % at 18.8 µM; 786-0 RCC cells HIF-2a reporter, luciferase luminescence, overnight;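 active means inhibition of the luminescence signal of 40% or more relative to plate controls, in a single-dose primary screen at 18.75 µM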
# TROY signal inh: inhibitors of TROY-driven NF-kB signaling, primary screen, Q293 LMP1-TROYcd cells, NF-kB luciferase, uHTS; Q293 LMP1-TROYcd NF-kB luciferase reporter, 4 h; inhibition, % at 10 µM; 360,000 tested, 0.98% active; AID 1347056, 2019;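 active means compounds whose plate-normalised and pattern-corrected inhibition of the luciferase reporter signal at the single screening dose is 50% or more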
# KKLEB tox: cytotoxicity in KKLEB CF airway cells, primary screen, cytotoxicity control for CF NF-kB inhibitor project, cell-based, uHTS, fluorescence assay plates; KKLEB CF airway cells viability, ATPlite luminescence, overnight; stronger effect = lower value; cells stimulated with P. aeruginosa culture filtrate; activity change (cytotoxicity), % at 5 µM; AID 602141, 2011; 360,000 tested, 0.36% active;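 active means corrected activity change at or below -50% at 5 µM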
# TWEAK-Fn14 inh: inhibitors of TWEAK-Fn14 signaling, primary screen, luciferase reporter cells, uHTS. TWEAK-stimulated Fn14 reporter cells, luciferase luminescence, 8 h. inhibition, % at 10 µM. 360,000 tested, 2% active; in the data active means inhibition above about 50%
# MITF TRPM1 inh: inhibitors of MITF-dependent TRPM1 promoter reporter, primary screen, cell-based, SK-MEL-5, single point, luciferase | AID 488899, 2010 | 330,000 tested, 0.83% active | inhibition, % at 12.5 µM | SK-MEL-5 TRPM1 promoter luciferase, 24 h;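 active means mean inhibition across replicates of 60% or more, whatever share of single replicates reaches that level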; further: values of inactives mirror those of a sister screen read the other way
# * = called active by the depositor; . = no result given. These rows are one share of the data. The share of hits here may be higher or lower than overall.
# Values run as follows: Peg3 prom inh, Shn3 3UTR inh, TROY signal inh, MITF TRPM1 inh, TWEAK-Fn14 inh, KKLEB tox, HIF-2a block, NR2E3 ag-2, C8 TRAIL sens, NR2E3 ag-1, CF NFkB block
CC1CCCCN1C(=O)Cn1c(=O)oc2cc(S(=O)(=O)N3CCCC3)ccc21 (stereo unspecified)
 : 11, 9, -3, -6, -14, -8, 8, 15, 4, 3, 5
CN(C)c1nc(C(N)=O)nc(N2CCOCC2)n1
 : 7, 5, 6, -6, -6, -2, 13, -23, 0, -4, -10
CCCN(CC(=O)Nc1cc(Cl)ccc1Cl)C(=O)/C=C/c1ccco1
 : -44, 0, -17, -1, 7, 1, -71, -39, 12, 2, 9
Cc1ccc(NC(C#N)c2ccccc2OCc2ccccc2)cc1 (stereo unspecified)
 : -48, 1, -21, -9, 28, -1, -12, 4, 4, -3, 3
CC(=O)C1=C(O)CC(c2ccccc2)CC1=NCCc1c(C)[nH]c2ccc(C)cc12 (stereo unspecified)
 : -1, 3, 7, ., 22, -2, 4, -29, -9, 6, 0
COc1ccc(N(CC(=O)Nc2ccc(S(=O)(=O)N3CCOCC3)cc2)S(=O)(=O)c2ccc(F)cc2)cc1
 : 33, 20, -11, 16, 3, -10, 24, -7, -6, 2, 8
CN1CCN(c2ccccc2NC(=O)C(Cc2ccccc2)n2cccc2)CC1 (stereo unspecified)
 : 3, -13, -15, ., 12, -22, 6, -29, -9, 6, 23
O=C(OC1CCCCC1=O)c1cc(=O)c2ccccc2o1 (stereo unspecified)
 : 12, 23, 9, -4, -7, 1, 16, -33, 11, 5, 0
CN(CCO)c1ccc(-c2n[nH]c(=O)c3ccccc23)cc1[N+](=O)[O-]
 : 13, 11, 12, -13, 6, 2, 17, -46, 5, ., 1
CC(NC(=O)CSCc1ccccc1Br)c1ccccc1 (stereo unspecified)
 : 4, 15, -14, 10, 15, -8, -9, -15, 19, -1, 9
COC(=O)[C@]12CCCCC=C1N(CCC1=CCCCC1)C(=O)[C@H](CC(=O)NCC1CCCCC1)C2
 : ., ., 10, ., 10, ., 0, 12, -3, ., .
CC1(C)OCC(CNC(=O)c2[nH]c(C(F)(F)F)nc2-c2ccccc2)O1 (stereo unspecified)
 : -5, -7, 5, ., -3, -7, -15, 24, -6, ., -8
C/C(=N/NC(=O)c1ccc(C)s1)c1ccncc1
 : -159, -35, -56, -41, -26, -14, -141, -45, 4, ., 4
COc1ccccc1-c1noc2ncnc(Nc3ccc4c(c3)OCO4)c12
 : -8, 4, 3, 0, -17, 11, 15, -23, 2, -1, 8
COc1ccc(C=C(c2nc3ccccc3s2)c2nc3ccccc3s2)cc1O
 : -44, -30, 2, 12, 50, 4, -75, -13, 5, -1, -14
CC1(c2ccccn2)Nc2ccccc2-c2nc3ccccc3n21 (stereo unspecified)
 : -181, -125, -33, -66, -12, -11, -209, -75, -7, -1, -12
CCN(CC)S(=O)(=O)c1ccc(C(=O)NCC(=O)NC2CC2)cc1
 : 2, -21, 19, -4, 8, -5, 12, -13, 1, 0, 14
Nc1nc(-c2ccc(Oc3ccccc3)cc2)c(CC(=O)O)s1
 : -21, -4, -12, -6, -2, 4, -23, -19, 12, ., -12
COc1ccc(C(=O)Nc2ccc(NC(=O)C(C)C)nc2)cc1
 : -21, -6, -6, -14, 1, 9, 1, -5, -1, -8, -8
COCC1CCCN(Cc2cn[nH]c2-c2cc3ccccc3o2)C1 (stereo unspecified)
 : 4, 12, 0, 1, 6, 7, 2, -9, -3, -1, -5

# 2 of the compounds above, as labelled records:
COC(=O)[C@]12CCCCC=C1N(CCC1=CCCCC1)C(=O)[C@H](CC(=O)NCC1CCCCC1)C2
- Peg3 prom inh: .
- Shn3 3UTR inh: .
- TROY signal inh: 10
- MITF TRPM1 inh: .
- TWEAK-Fn14 inh: 10
- KKLEB tox: .
- HIF-2a block: 0
- NR2E3 ag-2: 12
- C8 TRAIL sens: -3
- NR2E3 ag-1: .
- CF NFkB block: .

CN(C)c1nc(C(N)=O)nc(N2CCOCC2)n1
- Peg3 prom inh: 7
- Shn3 3UTR inh: 5
- TROY signal inh: 6
- MITF TRPM1 inh: -6
- TWEAK-Fn14 inh: -6
- KKLEB tox: -2
- HIF-2a block: 13
- NR2E3 ag-2: -23
- C8 TRAIL sens: 0
- NR2E3 ag-1: -4
- CF NFkB block: -10

# Going on with the list.
# Values run as follows: Peg3 prom inh, Shn3 3UTR inh, TROY signal inh, MITF TRPM1 inh, TWEAK-Fn14 inh, KKLEB tox, HIF-2a block, NR2E3 ag-2, C8 TRAIL sens, NR2E3 ag-1, CF NFkB block
Cc1ccc2nc(/C(C#N)=C/c3ccccc3C(=O)O)[nH]c2c1
 : 10, -28, -18, 28, 8, 9, 12, -95, 7, -1, -11
Cc1cc(CN2CCC(n3nccc3NC(=O)c3ccccc3C)CC2)n[nH]1
 : 6, 16, -4, -5, -16, 16, 10, -1, -1, 1, -36
c1ccc(CNc2nc3ccccc3n3cnnc23)cc1
 : -5, 3, -17, -26, -10, -14, -18, -8, -6, 0, 24
COc1ccc(-n2c(Cc3cccn3C)nnc2SCC(=O)NCC2CCCO2)cc1 (stereo unspecified)
 : 4, 0, 5, 4, 5, 0, 13, -25, 2, 8, -9
COC(=O)c1ccc(Cn2cc(C(F)(F)F)cc([N+](=O)[O-])c2=O)cc1
 : 3, 1, -11, 17, 15, -1, 8, -22, -3, 1, 8
CC(=O)N(C)/C=C1\Sc2ccccc2C1=O
 : -1, 1, 29, -1, -16, -10, -10, -7, -14, 2, 8
Cc1ccc2oc(=O)c(/C=C(\O)c3cccs3)nc2c1
 : -35, -13, -27, -13, -10, -3, -71, -96, -7, -5, -1
CS/C(=N\S(=O)(=O)c1ccccc1)c1ccccc1
 : -1, 13, 0, 8, -1, 0, 13, -8, -4, 3, 11
N#CC1(NC(=O)CN2C(=O)c3ccccc3C2=O)CCCCC1
 : 5, -14, 6, 4, 14, 8, 18, 9, 0, 2, -3
O=C(Nc1sc2c(c1-c1nc3ccccc3[nH]1)CCCC2)C1CCCC1
 : -16, -1, -18, 9, -24, -8, -61, -37, -10, 0, -5
Nc1[nH]n(-c2ccccc2)c(=O)c1N=Nc1ccc2ncsc2c1
 : -144, -5, 8, -48, 5, 8, -304, -96, 17, -4, -6
CCC1CCCCN1c1nc2c(C=O)c(C)nn2c2ccccc12 (stereo unspecified)
 : 18, 10, -6, 6, -25, 0, 20, 1, -13, -1, 14
CN1CCN(c2ccc(NC(=O)c3ccc([N+](=O)[O-])o3)cc2Cl)CC1
 : 100*, 90*, 37, 79*, 25, 0, 57*, 41, 43, -2, 80*
COc1ccccc1CNC(=O)CN1c2cccc3cccc(c23)S1(=O)=O
 : -48, -12, -245, -14, -9, -17, -28, -20, 4, 2, 6
OC1(c2ccc(Cl)cc2)CCN(Cc2cn[nH]c2-c2ccc(F)cc2)CC1
 : 1, ., -19, 1, -15, 0, 19, -33, 33, 3, 6
C[C@@H]1CN([C@@H](C)CO)S(=O)(=O)c2ccc(Br)cc2O[C@H]1CN(C)C(=O)c1ccc2c(c1)OCO2
 : 10, -12, -3, ., 18, 6, 1, -17, -5, ., -1
O=c1[nH]c2cc3c(cc2cc1CN(CCc1ccccc1)C(=S)NCCCN1CCOCC1)OCCO3
 : 20, -34, 12, -15, -6, -9, 19, 4, -2, ., 23
COc1ccc(N(C=O)C(=S)SC)cc1
 : 9, 6, -4, -3, 19, -12, 21, -24, -8, 2, 9
CCOC(=O)COC(=O)c1ccc(Oc2cc(C)nc(SC)n2)cc1
 : 22, -16, 11, -1, -9, 6, 17, -21, -8, 1, -2
Cc1ccc(NC(=O)n2ncc3c(C)cccc32)c(C)c1
 : -312, -63, -10, -53, -9, 26, -311, -34, -12, -4, -19
O=C(COC(=O)c1ccncc1)NC(=O)C1CCCCC1
 : 16, 4, -8, 8, -21, 18, 10, 3, -7, 0, 1
COCCNc1nc(-c2ccccc2F)c2sc(-c3ccccc3)cc2n1
 : 17, -14, 15, ., 24, -16, -28, -65, 6, ., 28
O=C(NO)c1ccc(C(=O)N(C2CCCCC2)C2CCCCC2)cc1
 : 6, 5, 16, -3, -37, -15, 23, -21, 13, 1, -8
Cc1onc(-c2c(Cl)cccc2Cl)c1NC(=O)N(C)N
 : 4, -10, -5, 0, -4, -2, 8, -10, -6, 3, 4
Cc1ccc(S(=O)(=O)NCc2cn3c(C)csc3n2)cc1
 : 6, -18, 4, -13, -10, 12, 6, 3, -18, 1, -10
CCN(C(=O)CSc1nc(C)cc(=O)[nH]1)C1CCCCC1
 : -3, -44, 6, 4, 19, 6, 6, -14, -1, ., 20
Cc1cc(C)n2ncc(C(=O)Nc3ccc(Cl)c(Cl)c3)c2n1
 : -77, -24, -40, -10, -45, -1, -135, -32, 4, -2, -47
CCOc1ccc(-n2c(=S)sc3c(=O)n(-c4ccccc4)c(SC)nc32)cc1
 : 11, 3, 2, -6, -12, -3, 11, 8, -19, 2, 7

# Gathered by group, the compounds so far with an aryl methoxy group
# Values run as follows: Peg3 prom inh, Shn3 3UTR inh, TROY signal inh, MITF TRPM1 inh, TWEAK-Fn14 inh, KKLEB tox, HIF-2a block, NR2E3 ag-2, C8 TRAIL sens, NR2E3 ag-1, CF NFkB block
COc1ccc(N(CC(=O)Nc2ccc(S(=O)(=O)N3CCOCC3)cc2)S(=O)(=O)c2ccc(F)cc2)cc1
 : 33, 20, -11, 16, 3, -10, 24, -7, -6, 2, 8
COc1ccccc1-c1noc2ncnc(Nc3ccc4c(c3)OCO4)c12
 : -8, 4, 3, 0, -17, 11, 15, -23, 2, -1, 8
COc1ccc(C=C(c2nc3ccccc3s2)c2nc3ccccc3s2)cc1O
 : -44, -30, 2, 12, 50, 4, -75, -13, 5, -1, -14
COc1ccc(C(=O)Nc2ccc(NC(=O)C(C)C)nc2)cc1
 : -21, -6, -6, -14, 1, 9, 1, -5, -1, -8, -8
COc1ccc(-n2c(Cc3cccn3C)nnc2SCC(=O)NCC2CCCO2)cc1 (stereo unspecified)
 : 4, 0, 5, 4, 5, 0, 13, -25, 2, 8, -9
COc1ccccc1CNC(=O)CN1c2cccc3cccc(c23)S1(=O)=O
 : -48, -12, -245, -14, -9, -17, -28, -20, 4, 2, 6
COc1ccc(N(C=O)C(=S)SC)cc1
 : 9, 6, -4, -3, 19, -12, 21, -24, -8, 2, 9

# From PubChem
